TRPC6 act: mouse TRPC6 channel activation. Q61143. HEK293-TRPC6 membrane potential dye fluorescence; active compounds read high. B-score at 10 µM. actives 0.13% (n = 310,000);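 active means B-score of the integrated fluorescence ratio above library mean plus 3 SD, and starting fluorescence ratio within library mean plus 5 SD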;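 further: higher score means more depolarization so channel activation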
Target sequence (Q61143 whole entry, looked up): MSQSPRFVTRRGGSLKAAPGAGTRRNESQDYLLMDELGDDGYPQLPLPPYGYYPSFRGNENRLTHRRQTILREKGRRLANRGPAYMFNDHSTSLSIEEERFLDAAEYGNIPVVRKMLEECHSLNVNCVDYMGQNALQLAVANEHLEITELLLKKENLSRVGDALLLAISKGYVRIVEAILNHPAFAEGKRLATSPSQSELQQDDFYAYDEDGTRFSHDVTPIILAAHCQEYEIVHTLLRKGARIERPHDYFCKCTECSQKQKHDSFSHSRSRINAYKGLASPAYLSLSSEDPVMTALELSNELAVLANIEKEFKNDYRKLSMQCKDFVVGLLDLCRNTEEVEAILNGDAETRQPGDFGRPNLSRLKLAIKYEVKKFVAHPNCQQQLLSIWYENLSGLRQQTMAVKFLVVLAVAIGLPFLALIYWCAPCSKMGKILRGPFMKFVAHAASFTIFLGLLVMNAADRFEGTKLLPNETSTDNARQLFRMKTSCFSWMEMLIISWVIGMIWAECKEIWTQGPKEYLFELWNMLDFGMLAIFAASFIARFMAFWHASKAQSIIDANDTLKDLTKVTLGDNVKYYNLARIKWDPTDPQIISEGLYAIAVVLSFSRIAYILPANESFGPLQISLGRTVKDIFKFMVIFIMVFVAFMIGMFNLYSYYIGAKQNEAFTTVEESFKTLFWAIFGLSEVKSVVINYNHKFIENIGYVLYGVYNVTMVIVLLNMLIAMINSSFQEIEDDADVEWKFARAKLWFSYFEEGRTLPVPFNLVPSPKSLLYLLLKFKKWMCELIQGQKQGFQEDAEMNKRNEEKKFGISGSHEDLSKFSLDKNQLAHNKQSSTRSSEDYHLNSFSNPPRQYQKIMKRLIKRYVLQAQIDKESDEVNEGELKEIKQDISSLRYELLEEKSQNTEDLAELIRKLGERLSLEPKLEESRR
TMEM16A inh: mouse TMEM16A channel inhibition, primary screen; HEK293 TMEM16A/YFP iodide influx fluorescence, ionomycin; normalized B-score (activity score, 25-100; higher = stronger inhibition) at 10 µM; actives 1.2% (n = 310,000);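 active means ratio plate-corrected score three or more library SD toward inhibition, starting fluorescence score within five deviations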;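 further: score derived from kinetic fluorescence span divided by baseline fluorescence per well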
MrgX1 ag: human MrgX1 receptor agonism, primary screen; MrgX1-HEK293 cells, Fluo-4 calcium fluorescence, agonist mode; active compounds read high; AID 588627; B-score at 10 µM; Q96LB2; actives 0.44% (n = 310,000);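 active means calcium response B-score plate-corrected fluorescence ratio at least 3 library SD, with starting fluorescence B-score inside 5 SD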
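Test system: HEK293 cells stably expressing human MrgX1 receptor; amount: 15,000 cells per well; doses: compound delivered in addition one of three; times: overnight plating before 1 h dye loading; detection: Fluo-4 NW calcium-flux fluorescence, kinetic read; read-out basis: B-scored fluorescence response ratio; controls: positive and negative controls per plate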
HDAC3 inh: blocks human histone deacetylase 3 | O15379 | recombinant HDAC3, fluorogenic peptide/trypsin coupled, fluorescence | inhibition, % at 8.3 µM | actives 0.15% (n = 320,000); in the data active means inhibition above about 26%, passing the limit was not always enough
RGS4 block: inhibitors of human RGS4. B-score at 10 µM. HEK293 M3R/RGS4 inducible, Fluo-4 calcium flux; active compounds read high; triggered by carbachol at its EC20. actives 0.45% (n = 310,000). AID 463165;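 active means B-score, a plate-corrected calcium signal, over three deviations above library mean, with baseline fluorescence within five deviations of library mean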;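 further: RGS4 expression induced by doxycycline in cells with stable M3 receptor; B-score is computed from the integrated fluorescence ratio over baseline after carbachol; higher B-score means a larger calcium signal and so more RGS4 inhibition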
Target sequence (P49798 whole entry, looked up): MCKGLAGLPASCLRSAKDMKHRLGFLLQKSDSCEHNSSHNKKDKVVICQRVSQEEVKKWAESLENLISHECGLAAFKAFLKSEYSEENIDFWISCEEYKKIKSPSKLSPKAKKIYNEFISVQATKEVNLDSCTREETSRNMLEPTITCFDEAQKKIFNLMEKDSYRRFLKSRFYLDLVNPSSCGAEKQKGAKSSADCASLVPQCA
SKKanGAS inh: inhibitors of SKKanGAS S. pyogenes growth in kanamycin (SK-promoter or general growth effect); BacTiter-Glo, 6 h; inhibition, % at 7.5 µM; actives 1.3% (n = 300,000);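 active means mean replicate score, as percent of positive control median, at least 50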;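 further: strain carries kanamycin resistance gene driven by streptokinase promoter and grows in 40 µg/ml kanamycin; loss of luminescence reflects streptokinase promoter inhibition or plain growth inhibition; 0% = median of DMSO wells and 100% = positive control at its reference dose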
TRPC6 inhibitor: inhibitors of mouse TRPC6 channel; actives 1.1% (n = 310,000); AID 2553; HEK293-TRPC6, membrane potential dye, ACh-evoked depolarization; active compounds read low; B-score at 10 µM;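 active means B-score under library mean minus 3 SD, initial fluorescence not abnormally high, positive integrated signal ratio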;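 further: B-score derived from integrated fluorescence ratio over the kinetic read; more negative B-score means stronger inhibition of depolarization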
MrgX1 allo act: human MrgX1 positive allosteric modulation, primary screen. Q96LB2. MrgX1-HEK293, Fluo-4 calcium flux, FDSS; active compounds read high. actives 0.63% (n = 310,000). B-score at 10 µM;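 active means plate-corrected calcium response at least 3 library SD above typical, normal starting fluorescence, not activating the receptor alone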;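 further: compound read alongside a low EC10 to EC30 dose of BAM8-22 agonist; peak minus trough fluorescence over baseline measured at the second addition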
MrgX1 antagonist: human MrgX1 receptor antagonism, primary screen. Q96LB2. MRGX1-HEK293 calcium flux, Fluo-4, BAM8-22 antagonism; active compounds read low. B-score at 10 µM. actives 1.3% (n = 310,000). AID 588676;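 active means calcium-response B-score plate-corrected more than 3 library SD below zero, starting fluorescence within 5 deviations, no agonist response on first addition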;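 further: peak minus trough fluorescence over baseline after final BAM8-22 challenge near maximal dose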
TMEM16A act: activates or potentiates the mouse TMEM16A chloride channel; HEK293 TMEM16A/YFP-H148Q/I152L, iodide quench fluorescence; active compounds read low; B-score at 10 µM; actives 0.3% (n = 340,000);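 active means fluorescence-ratio B-score plate-corrected deviation score at least 3 library SD below zero, with starting fluorescence score within 5 deviations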;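 further: channel opened by trigger with iodide after compound preincubation; score built on the fluorescence ratio of max minus min over baseline; more negative score means more quench and so TMEM16A activation or potentiation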
RGS4 act: RGS4 potentiation or activation. HEK293 M3R/inducible RGS4, carbachol calcium flux Fluo4; active compounds read low. B-score at 10 µM. actives 0.92% (n = 310,000). AID 463111;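 active means B-score of the integrated calcium signal more than 4 SD below the library mean, with starting fluorescence not abnormally high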;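 further: negative B-score means reduced calcium response which marks RGS4 activation or potentiation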
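System – HEK293 FlpIn-TREx cells, stable M3R, doxycycline-inducible RGS4 · Reagent – ECmax carbachol challenge · Times – compound preincubation 20 min at room temperature before agonist · Technique – Fluo4 fluorescence kinetic imaging of calcium · Measure – B score of integrated Fluo4 ratio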
Starred values were filed as active, the others as inactive.

How did O=C(CCC(=O)N(CC(=O)NC1CCCC1)Cc1ccccc1)Nc1nccs1 do in these assays?
TRPC6 act: inactive; TMEM16A inh: inactive; MrgX1 ag: inactive; HDAC3 inh: -8.1; RGS4 block: inactive; SKKanGAS inh: -7.0; TRPC6 inhibitor: inactive; MrgX1 allo act: inactive; MrgX1 antagonist: inactive; TMEM16A act: inactive; RGS4 act: inactive

Results for COCCCn1c(=O)/c(=C\c2ccccc2OC(F)F)s/c1=C(/C#N)C(=O)NC(C)C ?
TRPC6 act: inactive; TMEM16A inh: inactive; MrgX1 ag: inactive; HDAC3 inh: -1.1; RGS4 block: inactive; SKKanGAS inh: 8.9; TRPC6 inhibitor: inactive; MrgX1 allo act: inactive; MrgX1 antagonist: inactive; TMEM16A act: inactive; RGS4 act: inactive

Results for CCn1c(SCC(=O)NCc2ccccc2)nnc1-c1cccnc1 ?
TRPC6 act: inactive; TMEM16A inh: inactive; MrgX1 ag: inactive; RGS4 block: inactive; SKKanGAS inh: 2.6; TRPC6 inhibitor: inactive; MrgX1 allo act: inactive; MrgX1 antagonist: inactive; TMEM16A act: inactive; RGS4 act: inactive

What do the screens show for `CC(=O)N1CCN(c2ccc(C(N)=O)cc2[N+](=O)[O-])CC1`?
TRPC6 act: inactive; TMEM16A inh: inactive; MrgX1 ag: inactive; HDAC3 inh: -8.3; RGS4 block: inactive; SKKanGAS inh: -5.0; TRPC6 inhibitor: inactive; MrgX1 allo act: inactive; MrgX1 antagonist: inactive; TMEM16A act: inactive; RGS4 act: inactive

Results for O=c1[nH]c2ccccc2nc1-c1cccs1 ?
TRPC6 act: inactive; TMEM16A inh: inactive; MrgX1 ag: inactive; HDAC3 inh: -31.2; RGS4 block: inactive; SKKanGAS inh: -10.9; TRPC6 inhibitor: inactive; MrgX1 allo act: inactive; MrgX1 antagonist: inactive; TMEM16A act: inactive; RGS4 act: inactive

Results for COc1ccc(C(=O)N/N=C/c2ccc(OC)c(COc3c(F)c(F)cc(F)c3F)c2)cc1 ?
TRPC6 act: inactive; TMEM16A inh: inactive; MrgX1 ag: inactive; HDAC3 inh: 13.2; RGS4 block: inactive; TRPC6 inhibitor: inactive; MrgX1 allo act: inactive; MrgX1 antagonist: inactive; TMEM16A act: inactive; RGS4 act: inactive

What do the screens show for `Clc1ccc(COc2ccccn2)c(Cl)c1`?
TRPC6 act: inactive; TMEM16A inh: inactive; MrgX1 ag: inactive; HDAC3 inh: -3.7; RGS4 block: inactive; SKKanGAS inh: -4.5; TRPC6 inhibitor: inactive; MrgX1 allo act: inactive; MrgX1 antagonist: inactive; TMEM16A act: inactive; RGS4 act: inactive

What do the screens show for `N#Cc1ccc(C(=O)CSc2n[nH]c(=O)n2-c2cccnc2)cc1`?
TRPC6 act: inactive; TMEM16A inh: inactive; MrgX1 ag: inactive; HDAC3 inh: -13.9; RGS4 block: inactive; SKKanGAS inh: 1.7; TRPC6 inhibitor: inactive; MrgX1 allo act: inactive; MrgX1 antagonist: inactive; TMEM16A act: inactive; RGS4 act: inactive

How did O=C(COC(=O)/C=C/c1ccc(Cl)cc1Cl)Nc1ccc2c(c1)OCCO2 do in these assays?
TRPC6 act: inactive; TMEM16A inh: inactive; MrgX1 ag: inactive; HDAC3 inh: -0.3; RGS4 block: inactive; SKKanGAS inh: -2.3; TRPC6 inhibitor: inactive; MrgX1 allo act: inactive; MrgX1 antagonist: inactive; TMEM16A act: inactive; RGS4 act: inactive

Results for CCCCn1nnnc1SCC(=O)NC1CCCCC1 ?
TRPC6 act: inactive; TMEM16A inh: inactive; MrgX1 ag: inactive; HDAC3 inh: 0.6; RGS4 block: inactive; SKKanGAS inh: 0.0; TRPC6 inhibitor: inactive; MrgX1 allo act: inactive; MrgX1 antagonist: inactive; TMEM16A act: inactive; RGS4 act: inactive

How did Cc1ccc(NC(=O)CC2SCCNC2=O)cc1Cl (stereo not drawn) do in these assays?
TRPC6 act: inactive; TMEM16A inh: inactive; MrgX1 ag: inactive; HDAC3 inh: -0.4; RGS4 block: inactive; SKKanGAS inh: -3.6; TRPC6 inhibitor: inactive; MrgX1 allo act: inactive; MrgX1 antagonist: inactive; TMEM16A act: inactive; RGS4 act: inactive

What do the screens show for `O=C(OCc1nc2ccccc2s1)[C@@H]1CCCN1S(=O)(=O)c1ccccc1F`?
TRPC6 act: inactive; TMEM16A inh: inactive; MrgX1 ag: inactive; HDAC3 inh: -13.0; RGS4 block: inactive; SKKanGAS inh: -1.2; TRPC6 inhibitor: inactive; MrgX1 allo act: inactive; MrgX1 antagonist: inactive; TMEM16A act: inactive; RGS4 act: inactive

Results for Cc1c(C(=O)Nc2ccc(OCc3ccccc3)cc2)cccc1[N+](=O)[O-] ?
TRPC6 act: inactive; TMEM16A inh: inactive; MrgX1 ag: inactive; HDAC3 inh: 1.4; RGS4 block: inactive; SKKanGAS inh: -0.8; TRPC6 inhibitor: inactive; MrgX1 allo act: inactive; MrgX1 antagonist: inactive; TMEM16A act: inactive; RGS4 act: inactive

Results for CC(=O)OCC1=C(C(=O)O)N2C(=O)C(NC(=O)c3ccc(F)cc3)C2SC1 (stereo not drawn) ?
TRPC6 act: inactive; TMEM16A inh: inactive; MrgX1 ag: inactive; HDAC3 inh: 3.5; RGS4 block: inactive; SKKanGAS inh: 90.3*; TRPC6 inhibitor: inactive; MrgX1 allo act: inactive; MrgX1 antagonist: inactive; TMEM16A act: inactive; RGS4 act: inactive

How did Brc1ccc(OCc2ccccc2)c(CNCc2ccncc2)c1 do in these assays?
TRPC6 act: inactive; TMEM16A inh: inactive; MrgX1 ag: inactive; HDAC3 inh: 4.7; RGS4 block: inactive; SKKanGAS inh: 1.0; TRPC6 inhibitor: inactive; MrgX1 allo act: inactive; MrgX1 antagonist: inactive; TMEM16A act: inactive; RGS4 act: inactive

What do the screens show for `COc1ccc(NS(=O)(=O)c2cc3c(cc2C)N(C(C)=O)CCO3)cc1OC`?
TRPC6 act: inactive; TMEM16A inh: inactive; MrgX1 ag: inactive; RGS4 block: inactive; SKKanGAS inh: -2.8; TRPC6 inhibitor: inactive; MrgX1 allo act: inactive; MrgX1 antagonist: inactive; TMEM16A act: inactive; RGS4 act: inactive

Results for COc1ccc(NC(=O)c2sc3nc(C)cc(C)c3c2N)c(OC)c1 ?
TRPC6 act: inactive; TMEM16A inh: inactive; MrgX1 ag: inactive; HDAC3 inh: -1.5; RGS4 block: inactive; SKKanGAS inh: -6.0; TRPC6 inhibitor: inactive; MrgX1 allo act: inactive; MrgX1 antagonist: inactive; TMEM16A act: inactive; RGS4 act: inactive

Results for Cc1cccc(Cn2cnc3c(sc4nc(C)cc(C)c43)c2=O)c1 ?
TRPC6 act: inactive; TMEM16A inh: inactive; MrgX1 ag: inactive; HDAC3 inh: -3.3; RGS4 block: inactive; SKKanGAS inh: 4.8; TRPC6 inhibitor: inactive; MrgX1 allo act: inactive; MrgX1 antagonist: inactive; TMEM16A act: inactive; RGS4 act: inactive

Results for CN(CC(=O)Nc1ccccc1-c1ccccc1)Cc1ccccc1Cl ?
TRPC6 act: inactive; TMEM16A inh: inactive; MrgX1 ag: inactive; HDAC3 inh: 13.8; RGS4 block: inactive; SKKanGAS inh: 38.3; TRPC6 inhibitor: inactive; MrgX1 allo act: inactive; MrgX1 antagonist: inactive; TMEM16A act: inactive; RGS4 act: inactive

How did CCCOc1ccccc1Cn1c(=O)oc2ccccc21 do in these assays?
TRPC6 act: inactive; TMEM16A inh: inactive; MrgX1 ag: inactive; HDAC3 inh: -1.6; RGS4 block: inactive; SKKanGAS inh: 20.9; TRPC6 inhibitor: inactive; MrgX1 allo act: inactive; MrgX1 antagonist: inactive; TMEM16A act: inactive; RGS4 act: inactive

What do the screens show for `CC(C)(C)c1ccc(C(=O)Nc2cccc(C(=O)N3CCOCC3)c2)cc1`?
TRPC6 act: inactive; TMEM16A inh: inactive; MrgX1 ag: inactive; HDAC3 inh: 2.1; RGS4 block: inactive; SKKanGAS inh: 2.1; TRPC6 inhibitor: inactive; MrgX1 allo act: inactive; MrgX1 antagonist: inactive; TMEM16A act: inactive; RGS4 act: inactive

Results for COc1ccc(OC)c(NC(=O)C2C3CCC(O3)C2C(=O)O)c1 (stereo not drawn) ?
TRPC6 act: inactive; TMEM16A inh: inactive; MrgX1 ag: inactive; HDAC3 inh: -5.6; RGS4 block: inactive; SKKanGAS inh: 4.0; TRPC6 inhibitor: inactive; MrgX1 allo act: inactive; MrgX1 antagonist: inactive; RGS4 act: inactive

Results for O=C(NNC(=O)c1ccccc1F)c1ccc2nc[nH]c2c1 ?
TRPC6 act: inactive; TMEM16A inh: inactive; MrgX1 ag: inactive; HDAC3 inh: -1.1; RGS4 block: inactive; SKKanGAS inh: 23.2; TRPC6 inhibitor: inactive; MrgX1 allo act: inactive; MrgX1 antagonist: inactive; TMEM16A act: inactive; RGS4 act: inactive

Results for COc1ccccc1NC(=O)Nc1ccc(N2CCOCC2)cc1 ?
TRPC6 act: inactive; TMEM16A inh: inactive; MrgX1 ag: inactive; HDAC3 inh: -2.7; RGS4 block: inactive; SKKanGAS inh: 0.9; TRPC6 inhibitor: inactive; MrgX1 allo act: inactive; MrgX1 antagonist: inactive; TMEM16A act: inactive; RGS4 act: inactive

Results for Cc1cccc(N=C(N2CCOCC2)P(=O)(N2CCOCC2)N2CCOCC2)c1 ?
TRPC6 act: inactive; TMEM16A inh: inactive; MrgX1 ag: inactive; HDAC3 inh: 2.6; RGS4 block: inactive; SKKanGAS inh: 7.3; TRPC6 inhibitor: inactive; MrgX1 allo act: inactive; MrgX1 antagonist: inactive; TMEM16A act: inactive; RGS4 act: inactive

Results for CCn1c(Cc2ccccc2)nnc1SCC(=O)N1CCCC1=O ?
TRPC6 act: inactive; TMEM16A inh: inactive; MrgX1 ag: inactive; HDAC3 inh: -3.1; RGS4 block: inactive; TRPC6 inhibitor: inactive; MrgX1 allo act: inactive; MrgX1 antagonist: inactive; TMEM16A act: inactive; RGS4 act: inactive

Results for CCOc1ccccc1NC(=O)C1CCN(C(=O)Cc2ccccc2)CC1 ?
TRPC6 act: inactive; TMEM16A inh: inactive; MrgX1 ag: inactive; HDAC3 inh: 5.8; RGS4 block: inactive; SKKanGAS inh: -10.0; TRPC6 inhibitor: inactive; MrgX1 allo act: inactive; MrgX1 antagonist: inactive; TMEM16A act: inactive; RGS4 act: inactive

Screening data (PubChem BioAssay)
